High-throughput results deposited in PubChem by National Center for Advancing Translational Sciences (NCATS).
PI5P4K alpha inh: qHTS for Inhibitors of phosphatidylinositol 5-phosphate 4-kinase (PI5P4K). PI5P4Kalpha enzyme, ADP-Glo luminescence, 60 min; stronger effect = lower value. 1.2% of 330,000 active. max response, %; active = max response of -50% or lower; inconclusive = between -30% and -50%; inactive = -30% or higher; note: value at the top dose of about 77 µM; % is set by controls: 0 for no effect and ±100 for the full control effect
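Human PI5P4Kalpha with substrate in 0.038 M HEPES pH 7.4, 0.28 mM EGTA, 0.1% CHAPS, 5% DMSO; reaction started with 5 microM ATP (final), 60 min at room temperature. ADP formed read by ADP-Glo luminescence.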
HEK293 tox: qHTS of GLP-1 Receptor Inverse Agonists: Cytotox Screen; 0.13% of 410,000 active; Potency, µM (titrated, usually from 38.3 µM), for the others: at the highest dose activity change, negative = inhibition, usual class: inhibitors; AID 624418, 2012; HEK293 cAMP-luciferase reporter cells, luminescence, 24 h;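 note: loss of luciferase light is scored as toxicity; potency is the fitted concentration of half-maximal effect; % is set by controls: 0 for no effect and ±100 for the full control effect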
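A 23 nL compound transfer followed 12 hours of cell culture at 37 deg C; exposure then lasted 24 hr. Luciferase assay detection reagent was dispensed and plates read for luminescence after a 12 min room-temperature wait.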
GLP1R ag: qHTS of GLP-1 Receptor Agonists; Glucagon-like peptide 1 receptor (Homo sapiens), P43220; HEK293 GLP-1R CRE-luciferase, luminescence, 4-6 h; cells express a hypersensitive GLP-1R form; Potency, µM (doses to about 45.6 µM), for inactives: at the top dose activation, usual class: activators; 0.007% of 380,000 active; note: potency is the fitted concentration of half-maximal effect; % of control where 0% means no effect
WRN helicase inh: qHTS for Inhibitors of WRN Helicase; 0.46% of 360,000 active; WRN helicase unwinding, fluorescent forked duplex, kinetic; AID 651768, 2012; Potency, µM (series often up to 114 µM), without a hit: top-dose activity change, negative = inhibition, most hits filed as inhibitors; note: potency is the fitted concentration of half-maximal effect; % is set by controls: 0 for no effect and ±100 for the full control effect; nearly all actives have a fitted effect of over 55% in size
Target sequence (Q14191 whole entry, looked up): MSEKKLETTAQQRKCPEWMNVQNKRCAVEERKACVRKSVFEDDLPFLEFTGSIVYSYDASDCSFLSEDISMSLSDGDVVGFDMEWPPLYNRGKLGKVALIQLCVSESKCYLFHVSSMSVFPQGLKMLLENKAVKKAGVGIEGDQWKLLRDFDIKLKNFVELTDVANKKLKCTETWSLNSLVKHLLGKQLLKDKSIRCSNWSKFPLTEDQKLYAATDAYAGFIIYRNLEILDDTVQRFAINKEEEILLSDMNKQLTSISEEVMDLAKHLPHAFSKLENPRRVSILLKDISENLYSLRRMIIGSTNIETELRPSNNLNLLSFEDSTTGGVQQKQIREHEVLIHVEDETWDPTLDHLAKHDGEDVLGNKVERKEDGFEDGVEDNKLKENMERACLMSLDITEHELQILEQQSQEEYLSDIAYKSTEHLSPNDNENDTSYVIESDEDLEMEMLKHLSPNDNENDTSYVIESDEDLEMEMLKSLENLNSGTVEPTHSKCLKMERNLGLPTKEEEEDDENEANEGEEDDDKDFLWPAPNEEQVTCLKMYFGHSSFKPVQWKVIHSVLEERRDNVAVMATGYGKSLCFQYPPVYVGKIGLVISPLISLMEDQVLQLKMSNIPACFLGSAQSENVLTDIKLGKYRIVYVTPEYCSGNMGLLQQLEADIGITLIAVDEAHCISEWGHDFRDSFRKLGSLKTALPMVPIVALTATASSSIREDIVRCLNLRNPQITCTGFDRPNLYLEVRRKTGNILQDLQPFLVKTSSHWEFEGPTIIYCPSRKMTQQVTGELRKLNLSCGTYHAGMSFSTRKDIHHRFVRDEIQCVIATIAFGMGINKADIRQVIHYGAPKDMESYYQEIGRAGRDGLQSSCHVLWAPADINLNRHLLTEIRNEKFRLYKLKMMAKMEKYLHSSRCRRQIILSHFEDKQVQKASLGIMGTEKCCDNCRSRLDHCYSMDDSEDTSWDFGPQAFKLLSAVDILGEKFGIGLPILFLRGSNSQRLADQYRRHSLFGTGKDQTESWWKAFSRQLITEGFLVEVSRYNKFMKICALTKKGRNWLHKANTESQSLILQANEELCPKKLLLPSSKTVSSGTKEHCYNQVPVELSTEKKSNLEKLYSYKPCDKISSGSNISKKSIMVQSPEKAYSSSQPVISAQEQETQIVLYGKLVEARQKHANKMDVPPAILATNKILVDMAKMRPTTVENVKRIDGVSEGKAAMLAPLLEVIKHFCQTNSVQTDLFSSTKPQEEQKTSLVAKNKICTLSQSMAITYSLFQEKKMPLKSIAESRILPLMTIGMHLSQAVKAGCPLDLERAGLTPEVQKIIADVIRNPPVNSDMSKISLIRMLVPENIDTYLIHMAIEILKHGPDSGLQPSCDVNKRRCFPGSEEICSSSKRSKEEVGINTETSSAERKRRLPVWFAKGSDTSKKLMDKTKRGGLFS
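Screening of the MLSMR collection measured strand separation of a quenched forked DNA duplex (100 nM) by 20 nM WRN with 2 mM ATP, all final. Compounds were preincubated with enzyme 15 min at room temperature.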
PLK1 PBD block: qHTS for Inhibitors of PLK1-PDB (polo-like kinase 1 - polo-box domain): Primary Screen; Serine/threonine-protein kinase PLK1 (Homo sapiens), P53350; Plk1 PBD binding of FITC phosphopeptide, fluorescence polarization; Potency, µM, without a hit: max response, negative = inhibition, actives largely listed as inhibitors; 2.8% of 360,000 active; AID 720504, 2013; note: potency is the fitted concentration of half-maximal effect; series mostly up to about 57 µM; % is set by controls: 0 for no effect and ±100 for the full control effect; nearly all actives have a fitted effect of over 65% in size
IL-2 act: qHTS of IL-2 Activators. IL-2 activation reporter assay, cell-based qHTS; stimulated with anti-CD3/CD4/CD28 beads; in transgenic mouse T cells. activation, % (series mostly up to about 46 µM). 0.065% of 360,000 active. AID 652025, 2013; in the data active = activation above about 50%; inconclusive = mostly about 30% to 49%; note: 0% is about no effect
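Unstimulated transgenic mouse T cells; 60-min compound exposure; bead-based TCR/CD4/CD28 stimulation; 18 h culture, 37 degrees C; dual fluorescence (EGFP, DsRed) plate cytometry.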
GLP1R inv ag: qHTS of GLP-1 Receptor Inverse Agonists (Inhibition Mode). Potency, µM (titrated, usually from 38.3 µM), without a hit: at the highest dose activity change, negative = inhibition, actives largely listed as inhibitors. HEK293 GLP-1R CRE-luciferase, luminescence, 24 h; GLP-1R form is constitutively active. 1.6% of 410,000 active. Glucagon-like peptide 1 receptor (Homo sapiens), P43220; note: potency is the fitted concentration of half-maximal effect; % is set by controls: 0 for no effect and ±100 for the full control effect; nearly all actives have a fitted effect of over 55% in size
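Cells are plated, allowed 12 hours at 37 deg C, then treated with compounds for 24 hr before luciferase detection reagent is added and luminescence is read after 12 min at room temperature. The HEK293 line carries constitutively active GLP-1R with a cAMP-responsive reporter.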
DRD3 agonist: qHTS of D3 Dopamine Receptor Agonist: qHTS. max activation, %. AID 652048, 2013. 0.58% of 410,000 active. D3R DiscoveRx beta-arrestin cells, luminescence, 90 min. D(3) dopamine receptor (Homo sapiens), P35462; in the data active = max activation above about 30%; note: 0% is about no effect; mostly tested at two doses, the higher about 12 µM
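Cells at 1500/well, incubated overnight, then treated with pinned compounds (dopamine as control) for 90 min at 37 degrees C. DiscoveRx reagent added for 30 - 60 minutes at room temperature; luminescence read.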
D3 antag: qHTS of D3 Dopamine Receptor Antagonist: qHTS; max response, negative = inhibition, %; 2.5% of 360,000 active; D(3) dopamine receptor (Homo sapiens), P35462; AID 652054, 2013; D3R cells, DiscoveRx beta-arrestin luminescence, antagonist mode; stronger effect = lower value; in the data active = max response below about -50%; inconclusive = no clear call, values can overlap the other calls; note: % is set by controls: 0 for no effect and ±100 for the full control effect; mostly tested at two doses, the higher about 12 µM
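Cells plated overnight at 1500 cells/well, then exposed to library compounds with dopamine controls for 90 minutes at 37 degrees C. DiscoveRx reagent added for 30–60 minutes at room temperature; luminescence read, quantitative HTS format.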
* hit, by the source's call; ? = inconclusive; / = not tested or not shown; [ ] = remark or other dose. Unless noted, calls come from the whole dose curve; as a rule, active = well fitted curve in the direction sought with a large enough effect; inconclusive = small, poorly fitted or top-dose-only effect, or another doubt; inactive = no such curve, though single readings can be large; an effect the other way counts as inactive or inconclusive.

molecule	PI5P4K alpha inh	HEK293 tox	GLP1R ag	WRN helicase inh	PLK1 PBD block	IL-2 act	GLP1R inv ag	DRD3 agonist	D3 antag
CCCOc1ccccc1NP(=O)(Oc1ccccc1)Oc1ccccc1	5	11%	-7%	-9%	-5%	-0.9	?	-4	20
C=C(C(=O)c1ccccc1)C(C)CC(=O)c1ccccc1 (centres undefined)	7	?	-12%	-6%	-8%	2.1	8.9µM*	-26	?
C[C@]12CCC3C(CC[C@H]4C[C@H](O)CC[C@]34C)C1CC(=O)[C@@H]2O (some centres undefined)	7	1%	0%	-10%	1%	2.1	17%	-4	9
O=c1cc(CN2CCN(S(=O)(=O)c3cccc(Cl)c3)CC2)c2ccc(O)cc2o1	-74*	381%[activator]	13%	-3%[11.6 µM]	-7%	-2.3	?	-8	0
Cc1cc(OCc2nn[nH]n2)c2c3c(c(=O)oc2c1)CCCC3	/	9%	6%	-15%	-11%	-0.6	19%	-2	-18
CC(=O)N1N=C2C3CCN(CC3)C2C1c1cccc2ccccc12 (centres undefined)	5	0%	-5%	-5%	-6%	-0.5	3%	1	-12
O=C(Nc1ccc(F)cc1)c1c(O)c2c(n(Cc3ccccc3)c1=O)CCCC2	0	9%	-3%	2%	27µM*	1.3	9%	0	5
CC(=NCCC1=CCCCC1)c1c(O)n(C)c(=O)n(C)c1=O	/	9%	-6%	2%	-15%	-1.5	3%	-6	-6
Fc1ccccc1CNC1CN2CCC1CC2 (centres undefined)	0	-4%	-1%	-2%	19µM*	0.6	?	-3	-5
Cc1cccc(NC(=O)N2C[C@H]3C[C@@H](C2)c2cccc(=O)n2C3)c1	9	-8%	3%	-2%	-2%	0.0	-9%	17	-8
COc1ccc(Cc2c(O)[nH]c(=S)[nH]c2=O)cc1	-56*	9%	1%	-36%	27µM*	-0.1	15%	-6	0
CCOC(=O)c1cc(CC)sc1/N=C/C1C(=O)NC(=S)NC1=O	-7	0%	3%	-11%	133%[activator]	-1.1	2%	5	8
NC(Cc1ccccc1Cl)c1nn[nH]n1 (centres undefined)	0	2%	-3%	5%	5%	-3.9	4%	3	1
O=C(CCC(=O)N1C[C@H]2C[C@@H](C1)c1cccc(=O)n1C2)NCc1ccccc1	2	-3%	-1%	-4%	-4%	0.6	-1%	-2	24
C=CCn1c(O)c(C(C)=Nc2ccc(C(=O)OCC)cc2)c(=O)[nH]c1=O	-17	-2%	-1%	9%	-4%	0.6	?	1	8
C#C[C@@]1(O)CCC2C3CCC4=C/C(=N/OCC(=O)NC(C(=O)O)C(C)O)CC[C@]4(C)C3CC[C@@]21C (some centres undefined)	22	-8%	2%	-3%	-2%	-2.8	9%	-22	0
COc1ccc(-c2nc3ccc(Br)cn3c2CC(=O)N2CCCC2)cc1OC	7	0%	15%	-2%	-2%	0.3	8%	-8	-52*
Cc1onc(-c2c(Cl)cccc2Cl)c1/C(N)=N/OC(=O)N(C)C	-1	1%	8%	-6%	-2%	1.0	7%	2	3
COC(=O)C1=C(c2ccc(Cl)c(C(F)(F)F)c2)C[C@@H]2CC[C@H]1N2C(=O)NCCOc1ccccc1	-2	-22%	-3%	-2%	1%	-0.4	?	-16	-5
COc1cccc(-n2cnc3scc(-c4cccs4)c3c2=O)c1	9	9%	-4%	-9%	7%	0.2	?	-1	-18
Cc1cc(N2CCCC2)ccc1C=C(C#N)C#N	-1	1%	-4%	?	?	?	8%	5	-5
C=CCNC(=S)Nc1ccc(OC(=O)Nc2ccc(Cl)c(Cl)c2)cc1	16	0%	-8%	8%	9.5µM*	-2.7	4%	3	18
O=C(c1cccs1)c1cn(Cc2ccccc2Cl)c2ccccc12	-5	-9%	5%	-1%	-4%	1.6	-19%	-4	-6
CCN1CCC2(CC1)NC(CO)(CO)CO2	5	3%	-11%	-6%	-8%	-0.5	0%	-3	5
CNC(=O)Nc1ccc(C(O)(C(=O)OC)C(F)(F)F)cc1 (centres undefined)	5	-24%	3%	3%	2%	-0.9	-14%	4	15
Cc1cc(O)ccc1N/C=C(\C#N)c1nc2ccccc2o1	8	32%[activator]	28%	-1%	-3%	3.6	16%	7	15
CCCCCn1c(=O)c(C(=O)Nc2ccccc2N)c(O)c2ccccc21	-1	0%	1%	5%	-13%	0.1	21%	2	8
CCOP(=O)(OCC)/C(C#N)=C/c1ccoc1	9	-4%	6%	7%	-18%	-1.4	12%	-2	3
CCOC(=O)[C@]12Cc3cc(OC)ccc3[C@H]1N(Cc1ccccc1)C(=O)c1cc(F)c(F)cc12	11	12%	7%	-11%	-12%	-0.2	?	-13	-18
O=c1[nH]c(=O)n(C2CCCCCC2)c(O)c1C=NCc1cccnc1	-3	-1%	1%	4%	-4%	-0.2	8%	-16	3
COC(=O)C1=C(C)N(Cc2ccccc2)C(=NCC(C)C)N[C@H]1c1cccc(F)c1	1	?	2%	-4%	-15%	-0.6	?	-21	-29
CN1C(=O)N(C)C(=O)C2(Cc3c(ccc4ccccc34)N(C)C2)C1=O	-3	23%	3%	-12%	8.4µM*	0.0	?	4	2
CCCC(C)C(=O)NC1CCSC1=O (centres undefined)	/	-4%	1%	-6%	-7%	-2.7	0%	6	-24
C#CCOCCOCCOCCNc1nc(N2CCN(C(=O)CCCCCCCCCCNC(=O)[C@H]([C@@H](C)CC)n3cc(CCCCN=C(N)N)nn3)CC2)nc(N2CCN(C(=O)CCCCCCCCCCNC(=O)[C@H](CO)n3cc(CCCCCN)nn3)CC2)n1	?	?	12%	22µM*	-11%	-0.7	-29%	-37	-2
C#CCN1CCN(c2ccc(F)cc2)CC1	-1	1%	-3%	1%	-6%	-4.3	14%	-9	11
COc1ccc2nc3c(C)n(C)ccc-3c2c1	0	-2%	-10%	22%	-9%	1.2	-16%	-3	-5
O=C(C1CCCN(S(=O)(=O)c2cccc3nsnc23)C1)N1CCC2(CC1)OCCO2 (centres undefined)	-8	-1%	-1%	4%[57.1 µM]	-4%	-2.3	4%	-4	-6
CC(C)(C)C(=O)N1Cc2ccccc2-n2nncc2C1	16	5%	0%	-10%	-7%	1.9	17%	-3	?
CC(C)N1CC=C(c2c[nH]c3ccccc23)CC1	8	-18%	-18%	-7%	-3%	0.2	?	-21	-58*
CCC(=NCCc1ccccc1)c1c(O)[nH]c(=O)[nH]c1=O	-27	5%	6%	-4%	-1%	-4.6	137%[activator]	-4	14
NC(Cc1ccccc1)Cc1ccccc1	8	-1%	9%	8%	-11%	4.4	-22%	1	-6
CCOC(=O)[C@]12Cc3cc4ccccc4cc3[C@H]1N(Cc1ccccc1)C(=O)c1cc(OC)ccc12	-2	-20%	-3%	-5%	11µM*	-1.2	?	-1	-20
O=C(CCCn1c(=O)[nH]c2cc(Cl)ccc2c1=O)N1CCC2(CC1)OCCO2	-9	-13%[1.53 µM]	-6%	-28%[57.1 µM]	-6%	0.5	5%	-4	-8
COc1ccc(C(=O)N2C[C@H]3C[C@@H](C2)c2cccc(=O)n2C3)cc1OC	9	-10%	6%	-3%	2%	-0.3	19%	-26	6
Cc1ccc(-n2c(O)c(C=NCCCn3ccnc3)c(=O)[nH]c2=O)cc1	1	2%	0%	-6%	8%	0.6	16%	3	6
O=C(c1ccccc1)C1CCCN(Cc2nc(-c3cnccn3)no2)C1 (centres undefined)	-4	-5%	6%	-2%	-13%	-0.6	-1%	1	14
CCOc1ccc2nc(N=Nc3c(O)[nH]c(=S)[nH]c3=O)sc2c1	-80*	-15%	0%	-25%	-28%	0.0	-5%	-2	?
C#CCOCOCC#CCN(CC)CC	0	-15%	-9%	0%	-5%	0.8	10%	10	-10
CC(C)NS(=O)(=O)c1ccc(OCC(=O)N2CCN(Cc3ccccc3)CC2)c(Cl)c1	6	-12%	1%	-9%	-9%	1.1	?	-19	-23
Cc1cccc(C)c1-n1nnnc1C(c1cccc2ccccc12)N1CCC2(CC1)C(=O)NCN2c1ccccc1 (centres undefined)	0	4%	-3%	2%	7%	0.6	-9%	-10	?
O=c1c(C=Nc2cccnc2Cl)c(O)n(CCCCl)c(=O)n1C1CCCCC1	0	-12%	6%	-13%	19%	0.4	-9%	0	12
COc1ccc(OC(=O)N(C)C[C@@H]2OCc3cnnn3CCCC(=O)N([C@@H](C)CO)C[C@H]2C)cc1	8	-12%	6%	-5%	-11%	-3.1	7%	6	28
COc1ccc(CNCCc2c(C)[nH]c3ccc(OC(F)(F)F)cc23)c(OC)c1	3	?	2%	-6%	-12%	-0.6	2µM*	-11	-11
c1ccc(-c2nnc(C3CC(c4cccnc4)=NO3)o2)cc1 (centres undefined)	-10	1%	-4%	5%	-3%	0.1	2%	-6	4
O=C(Nc1ccccc1)OC1CN=C(N[N+](=O)[O-])NC1 (centres undefined)	6	8%	0%	4%	9%	-1.1	13%	-1	-1

A portion of the library; rates above refer to the full screens.
